Coupling enz: qHTS Assay for Inhibitors of Fructose-1,6-bisphosphate Aldolase from Giardia Lamblia: Coupling assay counterscreen. coupling enzyme system counterscreen, AmpLite Red fluorescence. activity change, negative = inhibition, % at 58.2 µM, hits read low. actives 0.67% (n = 290,000); in the data active = activity change below about -30%; also: % is scaled to controls: 0 for no effect and ±100 for the full control effect
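Counterscreen lacking aldolase: glyceraldehyde-3-phosphate coupling-enzyme reagent preincubated 10 min at RT with compound (at 57.5 uM final), then substrate/coupling system with AmpLite Red added; fluorescence read at 525/598 nm after 20 min RT.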
TSHR antagonist: Antagonists of the Thyroid Stimulating Hormone Receptor: HTS campaign | Thyrotropin receptor (Homo sapiens), P16473 | TSHR-expressing cells, TSH-stimulated cAMP HTRF, 2 h; active compounds read low | activity change, negative = inhibition, % at 11.5 µM | actives 0.2% (n = 330,000) | AID 504810, 2011;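 active = activity change below a set negative limit, meaning inhibition stronger than a set level, cut at about -70% in these data; inconclusive = activity change between two set negative limits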; also: % is scaled to controls: 0 for no effect and ±100 for the full control effect
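Competitive HTRF cAMP read-out (cryptate anti-cAMP antibody, cAMP-d2; 30 min, room temperature) in freshly harvested TSHR cells. Compounds added before TSH at EC80 (4nM final), followed by 2 hours' incubation at 37 deg C.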
TCR act: Activators of T cell receptors: qHTS campaign; primary human leukocytes, anti-CD3, IL-2 HTRF, 48 h; AID 504894, 2011; Potency, µM (titrated, usually from 9.22 µM), for the others: at the highest dose activation of IL-2 secretion, usual class: activators; 330,000 tested, under 10 active; also: % of control where 0% means no effect
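Compounds are tested in HTS on primary human leukocytes co-incubated with a-CD3 beads for 48 hr. IL-2 output is measured by time-resolved FRET.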
Giardia killer: Small Molecules that selectively kill Giardia lamblia: qHTS. activity change, % at 7.66 µM, hits read low. actives 0.15% (n = 340,000). Giardia lamblia trophozoite viability; in the data active = activity change below about -80%; inconclusive = between about -30% and that limit;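 also: parasites exposed to compound for two days anaerobically before the ATP read; % is scaled to controls: 0 for no effect and ±100 for the full control effect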
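Luminescence from cellular ATP indicates surviving trophozoites (100 cells/well) following 48 hrs anaerobic compound treatment at 37 deg C; signal develops 15-30 min at room temperature.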
A-T KAP1 phos: qHTS Assay for Identifying a Potential Treatment of Ataxia-Telangiectasia; […] A-T fibroblasts, KAP-1 phosphorylation AlphaLISA; neocarzinostatin DNA damage 30 min before lysis; actives 0.19% (n = 320,000); Potency, µM (top dose mostly 57.5 µM), for the others: top-dose activation, usual class: activators; also: potency is read from the fitted curve at half-maximal effect; % of control where 0% means no effect; nearly all actives have a fitted effect of over 45% in size
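ATM-like activity read as KAP-1 phosphorylation via AlphaLISA donor/acceptor antibody pairs after lysis and 6 hr at 25C. Cells were ATM-null patient fibroblasts ([…], hTERT), dosed 60 min, then exposed to the DSB inducer NCS for 30 min.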
CXXC DNA block: qHTS Fluorescence Polarization Assay for Inhibitors of MLL CXXC domain - DNA interaction | Histone-lysine N-methyltransferase 2A (Homo sapiens), Q03164 | MLL-CXXC / FITC-HOXA9 DNA fluorescence polarization | actives 0.037% (n = 290,000) | AID 2662, 2010 | Potency, µM (doses to about 115 µM), without a hit: at the top dose activity change, negative = inhibition, usual class: inhibitors; active = well fitted inhibition curve with a large enough effect in the polarisation, with a control signal flat, not every such curve was filed as active; inconclusive = small, poorly fitted or top-dose-only effect, or effect the other way, or a change in a side signal; inactive = no such curve, though single readings can be large or run the other way; the % refers to the polarisation; also: potency is read from the fitted curve at half-maximal effect
Target sequence (Q03164 whole entry, looked up, the tested form may be a part): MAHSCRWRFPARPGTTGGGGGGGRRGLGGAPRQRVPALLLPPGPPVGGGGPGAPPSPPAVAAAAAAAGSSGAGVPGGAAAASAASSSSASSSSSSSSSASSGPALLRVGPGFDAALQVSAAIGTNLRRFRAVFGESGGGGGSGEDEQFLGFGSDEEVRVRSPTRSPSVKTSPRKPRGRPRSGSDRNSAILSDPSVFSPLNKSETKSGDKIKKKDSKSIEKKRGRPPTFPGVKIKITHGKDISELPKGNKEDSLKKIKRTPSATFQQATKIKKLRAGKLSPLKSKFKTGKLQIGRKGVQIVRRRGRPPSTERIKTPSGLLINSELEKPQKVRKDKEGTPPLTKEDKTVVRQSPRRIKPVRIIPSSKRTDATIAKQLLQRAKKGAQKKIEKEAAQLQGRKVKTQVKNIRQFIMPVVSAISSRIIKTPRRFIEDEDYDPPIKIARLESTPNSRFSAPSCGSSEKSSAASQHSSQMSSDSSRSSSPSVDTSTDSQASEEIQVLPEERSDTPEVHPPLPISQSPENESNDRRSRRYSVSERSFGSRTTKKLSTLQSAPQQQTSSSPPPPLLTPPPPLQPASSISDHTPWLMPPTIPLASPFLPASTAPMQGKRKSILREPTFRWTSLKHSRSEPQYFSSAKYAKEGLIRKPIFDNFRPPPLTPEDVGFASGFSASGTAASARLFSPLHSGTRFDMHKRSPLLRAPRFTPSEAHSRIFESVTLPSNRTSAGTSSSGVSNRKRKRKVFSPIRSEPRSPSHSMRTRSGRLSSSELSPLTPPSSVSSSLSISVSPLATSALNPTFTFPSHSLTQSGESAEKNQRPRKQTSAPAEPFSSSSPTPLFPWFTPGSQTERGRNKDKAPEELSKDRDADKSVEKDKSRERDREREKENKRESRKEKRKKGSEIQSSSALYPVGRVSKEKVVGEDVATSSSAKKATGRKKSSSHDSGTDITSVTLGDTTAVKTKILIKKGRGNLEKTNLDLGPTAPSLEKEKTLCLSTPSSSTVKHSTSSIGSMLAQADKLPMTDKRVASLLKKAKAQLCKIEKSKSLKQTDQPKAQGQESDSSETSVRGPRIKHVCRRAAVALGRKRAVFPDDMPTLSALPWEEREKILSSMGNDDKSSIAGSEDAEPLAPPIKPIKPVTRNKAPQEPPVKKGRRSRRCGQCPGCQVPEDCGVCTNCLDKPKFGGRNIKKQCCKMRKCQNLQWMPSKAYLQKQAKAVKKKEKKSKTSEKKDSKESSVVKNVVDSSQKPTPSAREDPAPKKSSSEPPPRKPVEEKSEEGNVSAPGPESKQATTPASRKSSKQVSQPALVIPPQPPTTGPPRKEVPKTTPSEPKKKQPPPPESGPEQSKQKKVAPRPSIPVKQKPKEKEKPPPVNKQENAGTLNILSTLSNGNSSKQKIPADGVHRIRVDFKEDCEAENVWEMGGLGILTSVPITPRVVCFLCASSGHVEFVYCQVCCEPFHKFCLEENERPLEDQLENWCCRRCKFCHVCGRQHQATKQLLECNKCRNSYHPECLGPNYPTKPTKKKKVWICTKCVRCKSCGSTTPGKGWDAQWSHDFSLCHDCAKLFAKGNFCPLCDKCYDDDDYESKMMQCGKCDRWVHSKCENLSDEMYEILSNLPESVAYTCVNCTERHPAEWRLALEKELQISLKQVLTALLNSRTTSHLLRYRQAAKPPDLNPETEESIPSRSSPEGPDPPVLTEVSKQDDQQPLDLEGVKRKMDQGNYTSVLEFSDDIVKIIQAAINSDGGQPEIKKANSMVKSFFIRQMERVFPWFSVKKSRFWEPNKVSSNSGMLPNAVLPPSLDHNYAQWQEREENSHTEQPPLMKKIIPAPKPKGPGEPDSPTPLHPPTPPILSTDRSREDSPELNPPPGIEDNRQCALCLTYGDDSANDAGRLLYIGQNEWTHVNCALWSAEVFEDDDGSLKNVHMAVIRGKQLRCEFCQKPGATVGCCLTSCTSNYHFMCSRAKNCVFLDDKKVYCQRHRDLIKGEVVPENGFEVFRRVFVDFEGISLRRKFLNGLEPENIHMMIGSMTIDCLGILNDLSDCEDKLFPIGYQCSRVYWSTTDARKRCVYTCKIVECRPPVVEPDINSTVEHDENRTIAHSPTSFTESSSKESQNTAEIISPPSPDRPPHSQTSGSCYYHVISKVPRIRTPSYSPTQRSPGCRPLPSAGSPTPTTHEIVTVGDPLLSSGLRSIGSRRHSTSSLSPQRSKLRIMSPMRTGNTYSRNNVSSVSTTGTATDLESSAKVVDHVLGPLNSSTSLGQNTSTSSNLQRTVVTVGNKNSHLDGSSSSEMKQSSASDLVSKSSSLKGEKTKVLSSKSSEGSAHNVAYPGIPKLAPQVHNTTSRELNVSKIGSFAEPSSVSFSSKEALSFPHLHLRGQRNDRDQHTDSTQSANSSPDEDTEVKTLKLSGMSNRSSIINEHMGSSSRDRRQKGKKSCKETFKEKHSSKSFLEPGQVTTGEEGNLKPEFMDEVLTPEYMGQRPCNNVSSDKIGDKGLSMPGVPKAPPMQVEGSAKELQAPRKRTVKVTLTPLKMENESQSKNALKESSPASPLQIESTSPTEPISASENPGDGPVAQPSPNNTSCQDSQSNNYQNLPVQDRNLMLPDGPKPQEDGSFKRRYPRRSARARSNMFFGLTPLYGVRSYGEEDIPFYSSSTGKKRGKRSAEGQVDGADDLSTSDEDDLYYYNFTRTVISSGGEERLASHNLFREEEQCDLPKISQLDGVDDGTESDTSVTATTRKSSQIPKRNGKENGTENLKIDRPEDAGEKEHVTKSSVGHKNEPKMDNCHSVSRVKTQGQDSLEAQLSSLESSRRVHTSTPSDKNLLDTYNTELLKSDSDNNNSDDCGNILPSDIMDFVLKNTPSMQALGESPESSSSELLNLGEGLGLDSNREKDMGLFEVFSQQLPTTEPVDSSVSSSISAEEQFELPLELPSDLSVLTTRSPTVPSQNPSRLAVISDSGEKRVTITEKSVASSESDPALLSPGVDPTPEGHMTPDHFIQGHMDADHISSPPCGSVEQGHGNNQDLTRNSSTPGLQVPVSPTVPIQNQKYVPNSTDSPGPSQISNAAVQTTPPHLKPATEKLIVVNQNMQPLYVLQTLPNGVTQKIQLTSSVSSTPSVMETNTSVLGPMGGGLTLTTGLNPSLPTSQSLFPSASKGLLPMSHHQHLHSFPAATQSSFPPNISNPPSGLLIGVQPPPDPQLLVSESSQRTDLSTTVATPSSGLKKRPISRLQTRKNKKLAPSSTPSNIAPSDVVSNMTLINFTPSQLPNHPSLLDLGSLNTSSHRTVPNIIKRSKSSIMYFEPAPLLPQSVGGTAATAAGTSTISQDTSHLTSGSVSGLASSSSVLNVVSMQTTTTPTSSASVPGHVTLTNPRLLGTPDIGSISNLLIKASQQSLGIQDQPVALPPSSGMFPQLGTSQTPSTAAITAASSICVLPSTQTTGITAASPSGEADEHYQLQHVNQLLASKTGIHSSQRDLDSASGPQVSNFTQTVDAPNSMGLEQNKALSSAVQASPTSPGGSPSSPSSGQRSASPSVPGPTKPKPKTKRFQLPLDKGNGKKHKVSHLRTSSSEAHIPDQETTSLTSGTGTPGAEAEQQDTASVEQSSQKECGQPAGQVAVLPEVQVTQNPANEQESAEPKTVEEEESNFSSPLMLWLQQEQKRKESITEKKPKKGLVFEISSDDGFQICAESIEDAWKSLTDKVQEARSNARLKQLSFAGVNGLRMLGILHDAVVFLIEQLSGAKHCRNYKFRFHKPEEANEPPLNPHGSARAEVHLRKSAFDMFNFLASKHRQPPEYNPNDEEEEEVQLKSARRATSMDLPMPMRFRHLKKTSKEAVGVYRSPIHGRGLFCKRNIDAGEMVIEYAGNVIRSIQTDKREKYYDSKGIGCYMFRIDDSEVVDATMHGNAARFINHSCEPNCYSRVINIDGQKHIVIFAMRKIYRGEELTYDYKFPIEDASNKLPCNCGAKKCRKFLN
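Purified MLL-CXXC (added from a 7 uM solution) was preincubated 5 min at ambient with pinned compounds in 50 mM Tris-HCl pH 7.5, 50 mM NaCl, 1 mM DTT, 0.05% BSA. Fluorescein-labeled HOX-A9 DNA (50 nM solution) followed, 30 min, then polarization read.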
hERG WT inh: qHTS for Inhibitors of KCHN2 3.1: Wildtype qHTS. activity change, % at 1.84 µM. actives 0.37% (n = 340,000). U2OS, BacMam KCNH2, thallium flux FluxOr; active compounds read low. AID 720551, 2013. Voltage-gated inwardly rectifying potassium channel KCNH2 (Homo sapiens), Q12809;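 active = maximum activity change below -70%; inconclusive = maximum activity change between -70% and -50%; inactive = maximum activity change above -50%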; also: % is scaled to controls: 0 for no effect and ±100 for the full control effect
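U2OS cells were transduced with wild-type KCNH2 virus (2.03 x 10^8 / mL) for 4 h at room temperature, then cultured overnight at 37 C. Thallium flux was read with FluxOr dye. Rate constants were normalized to DMSO controls.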
Tb PFK inh: qHTS Assay to Find Inhibitors of T. brucei phosphofructokinase. AID 485367, 2010. actives 0.17% (n = 330,000). T. brucei PFK, ADP-Glo luminescence. Potency, µM (top dose mostly 57.5 µM), without a hit: at the top dose activity, negative = inhibition, most hits filed as inhibitors. ATP-dependent 6-phosphofructokinase (Trypanosoma brucei brucei), O15648;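 also: potency is read from the fitted curve at half-maximal effect; 0% = uninhibited 1x PFK enzyme wells and -100% = no-enzyme wells; nearly all actives have a fitted effect of over 60% in size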
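1.25 nM PFK with 0.5 mM F6P and 0.1 mM ATP in 0.1 M TEA pH 8.0, 5 mM MgCl2, incubated 45 min at room temperature; ADP measured by ADP-Glo luminescence; compounds titrated up to 57 uM.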
BCR signal inh: qHTS Assay to Find Inhibitors of Chronic Active B-Cell Receptor Signaling; ABC-DLBCL IkBa-CBG/CBR reporter, luminescence ratio, 4 h; actives 0.05% (n = 340,000); Potency, µM (series often up to 46.1 µM), inactives show at the highest dose ratio change, negative = lower green/red ratio, most hits filed as inhibitors; active = well fitted inhibition curve with a large enough effect in the signal ratio, with a control signal flat, not every such curve was filed as active; inconclusive = small, poorly fitted or top-dose-only effect, or effect the other way, or a change in a side signal; the % refers to the signal ratio;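 also: potency is read from the fitted curve at half-maximal effect; plate controls were basal doxycycline-induced cells for no effect and cells given 10 µM MG132 for full effect; MG132 reads +100%, hits lower the ratio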
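Concentration-response series (up to 46 uM) were applied to TMD8 dual-reporter cells for 4 h at 37C with doxycycline. Green/red ratio, after filter-overlap correction, defined %Activity; red signal alone was normalised to basal cells and zero luminescence.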
GALK inh: qHTS Assay for Inhibitors of Human Galactokinase (GALK). actives 0.007% (n = 270,000). Purified GALK, Kinase-Glo residual ATP luminescence. P51570. Potency, µM (titrated, usually from 57.5 µM), without a hit: at the top dose activity change, negative = inhibition, usual class: inhibitors; also: potency is read from the fitted curve at half-maximal effect; % is scaled to controls: 0 for no effect and ±100 for the full control effect
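5 nM enzyme, 35 uM ATP, 100 uM galactose, 20 mM HEPES pH8.0, 5 mM MgCl2; 1 h RT; residual ATP by Kinase-Glo Plus luminescence, qHTS format.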
* marks the source's active call; other numbers are inactive results; ? = inconclusive; nt = not tested or not shown; & = joins results of further samples; [ ] = dose if it differs, or a comment. Unless noted, calls follow the shape of the dose curve; as a rule, active = well fitted curve in the direction sought with a large enough effect; inconclusive = small, poorly fitted or top-dose-only effect, or another doubt; inactive = no such curve, though single readings can be large; an effect the other way counts as inactive or inconclusive. No enrichment for hits. About 1.6% of those tested had a hit in this group.

| smiles | Tb PFK inh | TCR act | Coupling enz | A-T KAP1 phos | CXXC DNA block | Giardia killer | TSHR antagonist | GALK inh | BCR signal inh | hERG WT inh |
| --- | --- | --- | --- | --- | --- | --- | --- | --- | --- | --- |
| Cn1c(N)c(C(=O)COC(=O)CCc2c[nH]c3ccccc23)c(=O)n(C)c1=O | 0% | 6% | -1 | 0% | 1% | -9 | 8 | -3% | -12% | -3 |
| CCN(CC)CCN(C)c1ccc(N2C(=O)C3CC=CCC3C2=O)cc1[N+](=O)[O-] (stereo not drawn) | 0% | 1% | 1 | 5% | -14% | 6 | 25 | 4% | 19% | 6 |
| O=C1c2ccccc2NC(c2cccc(Cl)c2)N1N=C1CCCCCC1 (stereo not drawn) | -5% | -6% | 2 | -1% | 1% | 1 | -3 | nt | 12% | -2 |
| CCOC(=O)c1[nH]c2ccc(OC)cc2c1NC(=O)CCN1CCSCC1 | 5% | 1%[46.1 µM] | 1 | 4% | 1% | 17 | 9 | nt | -3% | -4 |
| CCCN=C1NC(=O)C(CC(=O)NCCc2ccccc2)S1 (stereo not drawn) | 0% | -2% | -1 | 1% | 8% | -20 | 25 | -1% | 2% | 19 |
| O=C(Cc1cccs1)N/N=C/C=C/c1ccco1 | ? | -2% | -9 | -15% | 10% | -1 | 9 | nt | ? | -2 |
| CCCN1CCC(=O)N(CCN=[N+]=[N-])CC1 | -1% | -4% | 1 | -5% | 5% | 1 | -7 | nt | -1% | -31 |
| Cc1ccc2cc(NC(=O)c3ccc(C(C)(C)C)cc3)ccc2n1 | -1% | -2% | 5 | -5% | ? | 13 | -16 | 0% | 3% | 7 |
| Cc1cc(C)c(NC(=O)c2cc(S(=O)(=O)N3CCOCC3)ccc2F)c(C)c1 | -4% | 7% | 1 | -8% | -1% | 7 | -2 | 7% | 0% | -2 |
| O=C1Nc2c(c(=O)[nH]c(=O)n2-c2ccccc2)C1(Nc1ncccn1)C(F)(F)F (stereo not drawn) | -6% | 9% | 2 | -9% | 2% | 12 | 5 | 1% | ? | -10 |
| O=C(O)CSc1nnc(-c2ccc3c(c2)OCO3)o1 | 3% | 2% | -3 | 1% | 11% | -2 | 8 | -2% | ? | 21 |
| CC(Sc1n[nH]c(=O)n1Cc1ccccc1)C(=O)NCC1CCCO1 (stereo not drawn) | -2% | -1% | nt | 11% | nt | -6 | 1 | nt | -12% | 0 |
| CSc1ccc(S(=O)(=O)NCc2ccc(Cl)cc2)cc1 | -6% | -3% | -1 | 10% | 0% | -8 | -9 | 0% | -11% | 8 |
| COc1cccc(C2CC(c3ccccc3)=NN2S(=O)(=O)c2ccc(C)cc2)c1OC (stereo not drawn) | 1% | 10% | -1 | -3% | ? | 0 | 9 | 0% | ? | 2 |
| Cc1ccc(F)cc1NC(=O)N1CCCN(c2ccc(C(F)(F)F)cn2)CC1 | -6% | -10% | -1 | -5% | -10% | -3 | -1 | 4% | 0% | -1 |
| Cc1ccc2c(Cl)c(C)c(N3CCCC3)nc2n1 | 0% | 0%[46.1 µM] | 2 | 13% | 8% | 12 | -2 | 0% | 0% | -5 |
| COc1ccc2c(c1)-c1c(sn(-c3ccccc3)c1=S)C(C)(C)N2 | -2% | 2%[46.1 µM] | -4 | -2% | 3% | -23 | 10 | 0% | 5% | 18 |
| CCN(C[C@H]1N[C@@](Cc2ccccc2)(C(=O)OC)[C@H]2C(=O)N(Cc3ccccc3)C(=O)[C@@H]12)S(=O)(=O)c1ccc(-c2ccccc2)cc1 | 18% | -1% | nt | 5% | nt | -27 | 21 | nt | 1% | 0 |
| O=C(NCCCCCCNC(=O)c1ccccc1O)c1ccccc1O | -23% | -2% | 1 | 9% | 0% | -7 | -28 | 2% | -19% | -7 |
| COc1cc(C(=O)OCC(=O)N2CCCC2=O)cc(OC)c1C | -28% | -2% | nt | 17% | nt | -3 | nt | nt | 1% | -12 |
| COc1ccc(-n2nc3c(N4CCC(C(=O)NCc5ccco5)CC4)nnc(C)c3c2C)cc1 | -12% | 0% | nt | -5% | -2% | 13 | 11 | 5% | -1% | -12 |
| COc1cccc(CNC(=O)Cn2ncc3c(=O)oc4ccccc4c32)c1 | -5% | 13% | 0 | -6% | 5% | 20 | -8 | 6% | 4% | -13 |
| CCN1CCCC1CN(Cc1cc2ccc(C)cc2[nH]c1=O)C(=S)Nc1ccc(OC)cc1 (stereo not drawn) | 3% | -2%[46.1 µM] | 1 | -8% | -7% | -20 | 13 | -2% | 4% | -36 |
| c1ccc(CNc2ncnc3ccccc23)cc1 | -15%&-7% | -1%&-2% | 2&0 | -10%&-1% | -19%&-8% | ? | -24&-32 | 6% | ? | -7&0 |
| Cc1ccc2c(Cl)cc(Cl)c(OCC(=O)OCC(=O)Nc3ccc(C#N)cc3)c2n1 | -11% | 2%[46.1 µM] | 6 | 6% | ? | 14 | 2 | 0% | 10% | 1 |
| Cc1nn(Cc2ccccc2)c(C)c1C(=O)N1CCN(CC(=O)Nc2ccc(F)cc2)CC1 | 0% | 7% | nt | 1% | nt | 2 | -4 | nt | -3% | -1 |
| O=C(CCc1nc(-c2ccccc2F)no1)NCCN1CCN(Cc2ccccc2)CC1 | 0% | -1% | 0 | 0% | -2% | 1 | 0 | -2% | 9% | 28 |
| CCc1cc2c(N[C@@H](Cc3c[nH]c4ccccc34)C(=O)O)ncnc2s1 | -1% | -2%[46.1 µM] | 3 | 2% | -3% | -7 | 22 | -1% | -17% | -11 |
| Cc1ccccc1C(=O)NCCCn1ccnc1 | 0% | 0% | -1 | 0% | 3% | -20 | -4 | -2% | 1% | 2 |
| O=C(CN1CCC(Cc2ccccc2)CC1)NCCc1ccc(F)cc1 | -2% | -4% | -1 | 4% | 2% | -2 | -3 | 0% | ? | -5 |
| c1ccc(CCn2cnc3ccccc32)cc1 | -4% | -3% | 2 | 2% | -8% | 11 | -5 | 1% | 4% | -2 |
| CC1(C(=O)CSc2nc3ccccc3[nH]2)CCC(=O)O1 (stereo not drawn) | -1% | -4%[46.1 µM] | -2 | -3% | 11% | -6 | -2 | -4% | 1% | 3 |
| COc1cc(C(=O)N2CCN(c3ccccn3)CC2)cc(OC)c1OC | 0% | -3% | 2 | -1% | -2% | -5 | 13 | -5% | ? | -2 |
| CN(CC(CC(=O)Nc1nncs1)c1ccccc1)S(=O)(=O)c1ccccc1 (stereo not drawn) | 2% | 0% | -6 | 14% | -3% | 1 | -8 | 3% | ? | 0 |
| COc1ccc(/C=C/C2=CC(C)(C)NC(=S)N2)cc1OC | -8% | -9% | 1 | 2% | -1% | -1 | -9 | 1% | -22% | 10 |
| Oc1oc(-c2ccccc2)nc1/C=N/c1ccccn1 | 2% | -1% | -2 | -3% | -8% | 6 | -14 | -1% | 5% | -13 |
| CCOc1cc2c(cc1OCC)C(c1ccc(OC)c(OC)c1)N(c1ccc(C(=O)O)cc1)C(=O)C2 (stereo not drawn) | -3% | 7% | 2 | -2% | -7% | -24 | -2 | -2% | 5% | 2 |
| CC/C(=C/c1sc2ccccc2[n+]1CC)SC | 0% | 0%[46.1 µM] | 1 | 0% | -5% | 7 | -4 | 1% | 2% | -9 |
| CC(C)(C)NC(=O)C(c1cccs1)N(Cc1ccc(F)cc1)C(=O)c1csnn1 (stereo not drawn) | -3% | -1% | -1 | -2% | -11% | -11 | 7 | 2% | ? | -6 |
| Cc1ccc(F)cc1NCC(=O)Nc1ccc(Br)cc1 | 3% | 3%[46.1 µM] | 0 | -1% | 5% | -17 | -8 | -1% | 5% | 3 |
| CCCCN(C(=O)CN1CC(C)OC(C)C1)c1c(N)n(CC(C)C)c(=O)[nH]c1=O (stereo not drawn) | -9% | 12%[46.1 µM] | 5 | 4% | 6% | 0 | 17 | 1% | 3% | -8 |
| COc1cccc(NC(=O)CN(C)C(=O)CSc2ncnc3sc(C)c(C)c23)c1 | 0% | 0% | nt | -4% | nt | -20 | nt | nt | -5% | -1 |
| O=C(NC1CCC1)C1CCC(=O)N(Cc2ccccc2F)C1 (stereo not drawn) | -6% | 10% | nt | 16% | -12% | -12 | 33 | 5% | 9% | -6 |

High-throughput results as filed in PubChem.
